AMPAR-TARP mod: modulators of GluA2-stargazin AMPA receptor complexes, primary screen, cell-based, membrane potential dye | Voltage-dependent calcium channel gamma-2 subunit (Mus musculus) + Glutamate receptor 2 … | HEK293 GluA2+stargazin, membrane potential dye (FDSS), glutamate EC50; hits were called plate by plate, in both directions | calls only at 30 µM | 3.5% of 40,000 active;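 active = any of four per-well response measures lying three or more SD from its plate-wide compound average, in either direction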
Target sequence (O88602 whole entry, looked up): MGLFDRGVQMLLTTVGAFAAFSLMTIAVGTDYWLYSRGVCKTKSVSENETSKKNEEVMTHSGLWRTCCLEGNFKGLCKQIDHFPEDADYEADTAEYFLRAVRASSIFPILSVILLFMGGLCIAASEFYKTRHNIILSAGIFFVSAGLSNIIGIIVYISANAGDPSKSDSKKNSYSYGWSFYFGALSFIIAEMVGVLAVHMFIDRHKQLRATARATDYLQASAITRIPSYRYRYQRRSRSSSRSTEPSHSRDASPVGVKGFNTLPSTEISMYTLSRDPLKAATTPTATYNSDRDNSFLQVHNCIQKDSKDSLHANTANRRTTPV
Target sequence (P19491 whole entry, looked up): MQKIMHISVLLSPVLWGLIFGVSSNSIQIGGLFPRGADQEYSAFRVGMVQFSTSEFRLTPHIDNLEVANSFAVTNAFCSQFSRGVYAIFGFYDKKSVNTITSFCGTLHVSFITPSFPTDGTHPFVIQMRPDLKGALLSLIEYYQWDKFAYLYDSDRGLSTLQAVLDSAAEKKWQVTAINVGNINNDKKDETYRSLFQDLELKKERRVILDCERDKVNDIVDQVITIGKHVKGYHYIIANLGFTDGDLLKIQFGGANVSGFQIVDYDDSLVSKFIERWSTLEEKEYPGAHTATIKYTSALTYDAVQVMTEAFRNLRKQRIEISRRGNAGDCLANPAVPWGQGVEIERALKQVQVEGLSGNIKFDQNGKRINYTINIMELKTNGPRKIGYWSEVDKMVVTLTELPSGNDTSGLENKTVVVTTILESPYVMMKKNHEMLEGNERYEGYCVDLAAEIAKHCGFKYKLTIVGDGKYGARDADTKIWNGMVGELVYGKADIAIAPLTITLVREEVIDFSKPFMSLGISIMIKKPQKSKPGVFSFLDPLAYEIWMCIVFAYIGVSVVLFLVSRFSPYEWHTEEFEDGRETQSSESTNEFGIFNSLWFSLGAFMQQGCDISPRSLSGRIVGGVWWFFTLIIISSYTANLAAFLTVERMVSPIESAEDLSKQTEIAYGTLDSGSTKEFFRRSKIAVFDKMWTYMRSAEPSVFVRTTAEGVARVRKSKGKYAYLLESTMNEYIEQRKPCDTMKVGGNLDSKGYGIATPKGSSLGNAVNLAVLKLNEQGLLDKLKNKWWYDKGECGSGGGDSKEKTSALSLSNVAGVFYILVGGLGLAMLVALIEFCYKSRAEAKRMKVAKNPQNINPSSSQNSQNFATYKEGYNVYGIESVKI
AMPAR-TARP mod agonism max-min: second read-out of AMPAR-TARP mod, no call of its own (marks repeat the call); compound max-min signal; compound-alone response (agonism);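 unitless range of fluorescence divided by baseline over first 100 seconds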
AMPAR-TARP mod glutamate slope: second read-out of AMPAR-TARP mod, no call of its own (marks repeat the call); glutamate slope, % of max; measured here: glutamate response slope, % max;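 scaled per plate between vehicle wells and maximal 1 mM glutamate control wells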
* hit, by the source's call; i = inactive; + = active, no number.

SMILES	AMPAR-TARP mod	AMPAR-TARP mod agonism max-min	AMPAR-TARP mod glutamate slope
CC(C)(C)c1ccccc1OCC(=O)NC1CCCCC1	i	0.033	55
COc1ccc(NC(=O)NCc2n[nH]c(=O)c3ccccc23)c(OC)c1	i	0.079	54
O=C(CS(=O)(=O)Cc1ccccc1)Nc1ccc2c(c1)OCO2	i	0.12	45
COc1cc(Cl)c(C)cc1NC(=O)c1ccccc1OC	i	0.078	74
CC(C)(C)n1ncc2c(=O)n(CCC(=O)N3CCN(c4ccccc4)CC3)cnc21	i	0.03	58
CC(C)Cc1nnc(NC(=O)c2cncc(Br)c2)s1	i	0.13	65
COc1ccc(S(=O)(=O)N2CCC(Cn3c(C)nc4ccccc43)CC2)cc1C	i	0.12	61
O=C(/C=C1\SC(=O)N(CC(=O)Nc2cccc(C(F)(F)F)c2)C1=O)Nc1ccccc1	i	0.036	62
COc1ccc(NC(=O)C(=O)Nc2nc3ccccc3s2)c(OC)c1	i	0.098	51
CCc1cc2c(=O)c(-c3nc4ccccc4s3)coc2cc1OS(C)(=O)=O	i	0.094	64
COc1ccc(S(=O)(=O)N2CCCc3cc(NS(=O)(=O)Cc4cccc(C)c4)ccc32)cc1	i	0.12	63
Cc1ccc2c(c1)N(C(=O)CSc1ncnc3c1[nH]c1ccc(F)cc13)CCO2	i	0.11	39
O=C(NC(c1ccccc1)c1ccccc1)N1CCC(c2cccs2)CC1	i	0.12	66
CCOc1cc(S(=O)(=O)n2cnc(C)c2)ccc1F	i	0.093	48
O=C(NC(=S)Nc1ccc(S(=O)(=O)N2CCOCC2)cc1)c1sc2ccccc2c1Cl	i	0.035	52
CCCc1c(C(=O)Nc2c(C)cccc2C)nnn1-c1ccccc1	i	0.067	66
CCS(=O)(=O)Nc1ccc2c(c1)CCCN2S(=O)(=O)c1ccc(F)cc1	i	0.056	41
CC1CN(c2ccc(Oc3ccccc3)cc2)c2nc3c(c(=O)n(CC(N)=O)c(=O)n3C)n2C1 (centres undefined)	i	0.064	53
COc1ccc(N2CCCn3c2nc2c3c(=O)n(C/C=C/c3ccccc3)c(=O)n2C)c(OC)c1	i	0.067	59
O=S(=O)(NCCC(O)c1cccs1)c1ccc2c(c1)CCCC2 (centres undefined)	i	0.12	60
CCN(C1CCCCC1)S(=O)(=O)c1cc(C(C)C)c(C)cc1OC	+	0.053*	87*
Cc1ccc(-c2nn(C)c(=O)c3ccccc23)cc1CNC(=O)c1ccc(Cl)cc1	i	0.034	53
Cc1ccc(/C=C/C(=O)Nc2ccccc2C#N)o1	i	0.029	46
CCc1nc(-n2cccc2)sc1C(=O)NC(C)CCc1ccccc1 (centres undefined)	i	0.12	51
COc1ccc(C)cc1N1CCCn2c1nc1c2c(=O)n(CCc2ccccc2)c(=O)n1C	i	0.095	56
Cc1cc(C(=O)N2CC(C(=O)Nc3ccc(S(C)(=O)=O)cc3)C2)no1	i	0.1	55
COc1cc(NC(=O)NCC2CCN(C(=O)/C=C/c3ccco3)CC2)cc(OC)c1OC	i	0.056	51
CSc1ncccc1C(=O)N1CCC(CNC(=O)C2c3ccccc3Oc3ccccc32)CC1	i	0.071	55
COc1ccccc1Cn1c(C2CC(=O)N(C)C2)nc2ccccc21 (centres undefined)	i	0.045	56
CN(Cc1ccco1)S(=O)(=O)c1ccc(C(=O)Nc2nc(-c3ccc(Cl)s3)cs2)cc1	i	0.062	62
COc1ccc(OC)c(NC(=O)CCCn2nc(-c3ccc(F)cc3)ccc2=O)c1	i	0.054	43
CCOc1ccc(-c2ccc(N3CCN(C(=O)c4ccncc4)CC3)nn2)cc1	i	0.13	65
COc1ccc(OC)c(-c2ccc(=O)n(CC(=O)Nc3ccc4c(c3)OCCO4)n2)c1	i	0.063	86
Cc1cccc(NC(=O)CS(=O)(=O)Cc2ccccc2)n1	i	0.12	52
Cc1ccc(S(=O)(=O)NCC(c2cccs2)N2CCOCC2)s1 (centres undefined)	i	0.099	66
COc1cc(NC(=O)Cc2csc(NC(=O)c3ccc(=O)[nH]c3)n2)cc(OC)c1OC	i	0.052	33

An excerpt from above in order of molar mass, highest first:
SMILES	AMPAR-TARP mod	AMPAR-TARP mod agonism max-min	AMPAR-TARP mod glutamate slope
CN(Cc1ccco1)S(=O)(=O)c1ccc(C(=O)Nc2nc(-c3ccc(Cl)s3)cs2)cc1	i	0.062	62
COc1ccc(N2CCCn3c2nc2c3c(=O)n(C/C=C/c3ccccc3)c(=O)n2C)c(OC)c1	i	0.067	59
CC1CN(c2ccc(Oc3ccccc3)cc2)c2nc3c(c(=O)n(CC(N)=O)c(=O)n3C)n2C1 (centres undefined)	i	0.064	53
COc1ccc(C)cc1N1CCCn2c1nc1c2c(=O)n(CCc2ccccc2)c(=O)n1C	i	0.095	56
COc1cc(NC(=O)NCC2CCN(C(=O)/C=C/c3ccco3)CC2)cc(OC)c1OC	i	0.056	51
Cc1ccc2c(c1)N(C(=O)CSc1ncnc3c1[nH]c1ccc(F)cc13)CCO2	i	0.11	39
CCc1cc2c(=O)c(-c3nc4ccccc4s3)coc2cc1OS(C)(=O)=O	i	0.094	64
CCS(=O)(=O)Nc1ccc2c(c1)CCCN2S(=O)(=O)c1ccc(F)cc1	i	0.056	41
CCOc1ccc(-c2ccc(N3CCN(C(=O)c4ccncc4)CC3)nn2)cc1	i	0.13	65
O=C(NC(c1ccccc1)c1ccccc1)N1CCC(c2cccs2)CC1	i	0.12	66
Cc1cc(C(=O)N2CC(C(=O)Nc3ccc(S(C)(=O)=O)cc3)C2)no1	i	0.1	55
CCc1nc(-n2cccc2)sc1C(=O)NC(C)CCc1ccccc1 (centres undefined)	i	0.12	51
O=S(=O)(NCCC(O)c1cccs1)c1ccc2c(c1)CCCC2 (centres undefined)	i	0.12	60
CC(C)Cc1nnc(NC(=O)c2cncc(Br)c2)s1	i	0.13	65
CCCc1c(C(=O)Nc2c(C)cccc2C)nnn1-c1ccccc1	i	0.067	66
Cc1cccc(NC(=O)CS(=O)(=O)Cc2ccccc2)n1	i	0.12	52
Cc1ccc(/C=C/C(=O)Nc2ccccc2C#N)o1	i	0.029	46

The listing continues.
SMILES	AMPAR-TARP mod	AMPAR-TARP mod agonism max-min	AMPAR-TARP mod glutamate slope
Cc1ccnc(NC(=O)c2cccc(Oc3ccc(C)nn3)c2)c1	i	0.077	63
Cc1cc(S(=O)(=O)NCC(c2ccc3c(c2)OCO3)N2CCN(c3ccccc3)CC2)ccc1F (centres undefined)	i	0.095	96
COc1ccc(S(=O)(=O)CC(=O)N2CCN(c3nc4ccc([N+](=O)[O-])cc4s3)CC2)cc1	i	0.11	63
O=C1C(=O)N(Cc2cccnc2)C(c2ccccc2)/C1=C(\O)c1ccc2c(c1)OCCO2 (centres undefined)	i	0.14	48
CCOc1ccc(NC(=O)CSc2ccc(NC(=O)C3CC3)nn2)cc1	i	0.1	50
COc1ccc(SCCC(=O)Nc2nc(-c3ccc(C#N)cc3)cs2)cc1	i	0.099	62
COc1ccccc1N1CCCn2c1nc1c2c(=O)n(Cc2ccccc2F)c(=O)n1C	i	0.063	40
Cc1cc(F)ccc1S(=O)(=O)NCC(O)(c1ccco1)C1CC1 (centres undefined)	i	0.15	61
COc1ccc(Cl)cc1NC(=O)NCCn1nc(-c2ccccn2)n(C)c1=O	i	0.11	87
COc1cc(C)c(S(=O)(=O)NCCOc2ccc(-c3ccc(C)cc3)nn2)cc1C	i	0.028	54
CC(C)(C)C(=O)N1CCc2ccc(NC(=O)C3CCN(S(C)(=O)=O)CC3)cc21	i	0.09	66
O=C(CCc1csc(NC(=O)c2ccco2)n1)Nc1ccc(F)c(Cl)c1	i	0.11	61
COc1ccc(C2NC(=O)NC(O)(C(F)(F)F)C2C(C)=O)cc1 (centres undefined)	i	0.11	73
Cc1ccc(-c2nnc(NC(=O)c3ccc4c(c3)OCCO4)o2)cc1C	i	0.076	35
CCN1CCc2c(sc(NC(C)=O)c2-c2nc3ccccc3s2)C1	i	0.1	45
CCSc1nnc(NC(=O)CN2CCC(Cn3cnc4ccccc43)CC2)s1	i	0.11	58
COCCn1cnc2c(-c3ccccc3)cn(CC(=O)Nc3ccc(C(=O)OC)cc3)c2c1=O	i	0.07	42
COc1ccc(N2C(=O)N(c3cccc(C(F)(F)F)c3)C3CS(=O)(=O)CC32)cc1 (centres undefined)	i	0.15	30
CC(C)(C)n1ncc2c(=O)n(NC(=O)C3CC(=O)N(c4ccccc4)C3)cnc21 (centres undefined)	i	0.038	61
C=CCNC(=O)C(=O)Nc1c2c(nn1-c1cccc(Cl)c1)CSC2	i	0.025	51
COc1cc(/C=C/C(=O)Nc2ccc3c(c2)N(S(C)(=O)=O)CCC3)cc(OC)c1OC	i	0.099	59
O=C(CSc1cc(N2CCCC2)ncn1)OCc1ccccc1	i	0.053	59
Cc1ccccc1Cn1cc(C(=O)Nc2ccc(Br)cc2)ccc1=O	i	0.13	51
CN(Cc1ccccc1)c1nc2c(c(=O)[nH]c(=O)n2C)n1CC(O)c1ccccc1 (centres undefined)	i	0.081	88
O=C(c1ccc(Cl)c(S(=O)(=O)N2CCCC2)c1)N1CCc2ccccc21	i	0.05	49
COc1ccc(-c2ccc(N3CCN(C(=O)C4CCCC4)CC3)nn2)cc1OC	i	0.045	39
Cc1c(Cl)cccc1NC(=O)Cc1cc(-c2ccc3c(c2)CC(C)O3)on1 (centres undefined)	i	0.061	46
COc1ccc2c(=O)c(Oc3ccc(C(=O)N4CCN(C)CC4)cc3)coc2c1	i	0.093	55
COc1cccc(NC(=O)c2ccc(=O)n(Cc3cccc(C(F)(F)F)c3)c2)c1	i	0.092	42
Cc1ccc(C(=O)NCCNC(=O)c2ccc(NC(=O)C3CC3)cc2)cc1C	i	0.096	44
COc1cccc(NC(=O)c2cc(-c3cccs3)nc3c2c(C)nn3C2CCS(=O)(=O)C2)c1 (centres undefined)	i	0.05	39
CCS(=O)(=O)c1ccc(CC(=O)N=c2sc3cc(F)cc(F)c3n2CCOC)cc1	i	0.061	49
COc1ccccc1COc1ccc2c(C)c(CCC(=O)O)c(=O)oc2c1C	i	0.042	50
COc1ccc(C(=O)Nc2nnc(-c3cc(C)ccc3C)o2)cc1OC	i	0.21	74
Cc1ccc(OCc2ccc(C(=O)Nc3cccc(Cl)c3)o2)cc1	i	0.12	56
Cc1nnsc1C(=O)N1CCC(CN2CCN(C)CC2C)CC1 (centres undefined)	i	0.09	51
O=C(COc1ccc(Cl)cc1)N1CCN(c2ncnc3c2nnn3-c2ccccc2)CC1	i	0.015	39
COC(=O)Cc1c(C)c2ccc(OCC(=O)c3ccc(OC)cc3)c(C)c2oc1=O	i	0.082	1
CCOCCN1N=C(c2ccccc2)Cn2c1nc1c2c(=O)n(C)c(=O)n1C	i	0.11	38
Cc1ccc(N2CCn3c2nn(CC(=O)Nc2cc(C)ccc2C)c(=O)c3=O)cc1	i	0.077	49
COC(=O)c1ccc(Cl)c(NC(=O)NCC23CC4CC(CC(C4)C2)C3)c1	i	0.079	51
CC(=O)Nc1ccc(NC(=O)Cn2nc(-c3ccc(C)cc3C)ccc2=O)cc1	i	0.037	35
COc1ccc(S(=O)(=O)CCC(=O)Nc2sc3c(c2C(N)=O)CCCC3)cc1	i	0.073	71
COc1ccc(N2CCCS2(=O)=O)cc1NS(=O)(=O)c1ccc(C)cc1	i	0.087	64
COc1ccccc1NS(=O)(=O)c1cc(N2C(=O)CCS2(=O)=O)ccc1OC	i	0.063	59
COc1ccc(C(=O)Nc2ccc(N3CCCCC3=O)c(C)c2)cc1	i	0.087	46
COc1ccc(Cl)cc1C(=O)Nc1sc(SCC(N)=O)nc1-c1ccccc1	i	0.042	71
COCCN1CCC(CNC(=O)c2ccccc2)CC1	i	0.042	39
COc1ccccc1CNC(=O)Cc1csc(Nc2cccc(Cl)c2)n1	i	0.19	70
CCCc1nnsc1C(=O)NCCCC(=O)Nc1cccc2cccnc12	i	0.1	68
COc1ccc(N2CC(c3nc4ccccc4n3CC(O)COc3ccccc3C)CC2=O)cc1 (centres undefined)	i	0.076	57
Cc1ccc(OCC(O)Cn2c(SCC(=O)O)nc3c2c(=O)n(C)c(=O)n3C)cc1 (centres undefined)	i	0.082	63
COc1cc(COCC2CCN(C(=O)C34CC5CC(CC(C5)C3)C4)CC2)cc(OC)c1	i	0.082	58
COC(=O)COc1ccc2c(c1)O/C(=C\c1cccc([N+](=O)[O-])c1)C2=O	i	0.097	64
O=C(c1cccs1)N1CCC(c2nnc(-c3ccco3)o2)CC1	i	0.11	51
CC(=O)c1ccc(NC(=O)c2cc([N+](=O)[O-])cc([N+](=O)[O-])c2)cc1	i	0.046	34
COc1ccc(C(C)NC(=O)C2CCN(c3cc(Oc4ccccc4)ncn3)CC2)cc1OC (centres undefined)	i	0.086	38
COc1ccc(NC(=O)Oc2ccccc2)cc1N1CCCCC1=O	i	0.052	49
COc1ccc(S(=O)(=O)N2CCCOC2CNC(=O)C(=O)NCC(C)C)cc1OC (centres undefined)	i	0.11	53
CCCN1C(SCC(=O)Nc2cccc(OC)c2)=NS(=O)(=O)c2ccccc21	i	0.027	39

Continued.
SMILES	AMPAR-TARP mod	AMPAR-TARP mod agonism max-min	AMPAR-TARP mod glutamate slope
Cc1ccc(-c2csc(NC(=O)C(C(C)C)N3C(=O)c4ccccc4C3=O)n2)cc1 (centres undefined)	i	0.077	36
Cc1ccc(-n2nc(C)c3c(Cl)c(C(=O)NCCc4ccc(S(N)(=O)=O)cc4)cnc32)cc1	i	0.029	40
CCc1cccc2sc(N(CCN3CCOCC3)C(=O)c3ccc4c(c3)OCCO4)nc12	i	0.073	52
CN1CCc2c(sc(NC(=O)COc3ccccc3)c2-c2nc3ccccc3s2)C1	i	0.13	66
Cc1ccc(-c2cc(=O)n(CC(=O)N3CCCC3)cn2)cc1	i	0.078	48
COc1ccc(OCC(O)Cn2c(C3CC(=O)N(c4ccccc4C)C3)nc3ccccc32)cc1 (centres undefined)	i	0.089	48

Only part of the results is shown. The share of hits here may be higher or lower than overall.
